phage Ecoli inh: E. coli growth loss with phage present. 360,000 compounds, 0.26% hits. growth absorbance. AID 651602. inhibition, % at 11.9 µM; in the data active = inhibition above about 11%
E coli growth: counter-screen for AddAB inhibitors: E. coli growth inhibition; 330,000 compounds, 0.27% hits; E. coli V3065 growth, OD600 absorbance, 18 h; AID 449728; inhibition, % at 11.9 µM;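 active = inhibition above the campaign's mean inhibition across all tested compounds plus 3 SD, cut at about 9.9% in these data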;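 also: uninfected addAB+ strain grown without phage in ampicillin broth; 0% = DMSO wells and 100% = ciprofloxacin 0.95 µg/ml wells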
AddAB inh: less growth of phage-infected E. coli with AddAB. E. coli expressing H. pylori AddAB, absorbance growth. inhibition, % at 11.9 µM. 330,000 compounds, 0.29% hits; in the data active = inhibition above about 12%;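 also: 0% = vehicle wells of infected cells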
Tat export inh: blocks Tat-dependent protein export in E. coli. E. coli MC4100 TorA-mCherry Tat export, fluorescence. inhibition, % at 10 µM. 340,000 compounds, 0.036% hits;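 active = mean replicate inhibition at least 50% and at least half of replicates individually reaching 50%; inconclusive = only one of the two criteria met; inactive = neither criterion met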;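 also: exported cargo escapes ClpAP degradation while cytoplasmic cargo is degraded and loses fluorescence; 0% = median of neutral control wells and 100% = median of NaSCN control wells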
PfHsp90 yeast 2: inhibits growth of yeast expressing Plasmodium falciparum Hsp90; inhibition, % at 9.4 µM; S. cerevisiae expressing PfHsp90, BacTiter-Glo ATP, 48 h; yeast lacking PDR1 and PDR3 efflux regulators; 310,000 compounds, 0.32% hits;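 active = every replicate shows inhibition above about 80%, whatever the replicate mean, limit read from the data; inconclusive = mean inhibition reaches the set limit but some replicate falls short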;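 also: 0% = DMSO neutral controls and 100% = 20 µM radicicol positive controls; yeast relying on Plasmodium falciparum Hsp90 in place of its own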
SUMO Mot1 rescue: blocks SUMOylation pathway, rescuing yeast Mot1-301 growth. growth rescue, % at 18.8 µM. AID 2716. 320,000 compounds, 1% hits. S. cerevisiae Mot1-301 growth rescue, ATP luminescence, 38.5C; percent above DMSO median, 100 means doubled;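 active = every valid replicate shows activation above 250% relative to neutral control wells; inactive = the rest, any valid replicate at or below 250%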;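 also: OY570 slx delta 5 strain wells were the positive control but not used for scaling; some compounds called inactive have numbers as strong as hits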
Arr AP2 block: blocks beta-arrestin peptide binding to AP2 adaptin; inhibition, % at 10 µM; AID 504490; FITC-arrestin peptide / GST-AP2 beads, flow cytometry; AP2 beta2 appendage carries R879A mutation; 340,000 compounds, 0.31% hits;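 active = inhibition above a set limit, near 3 SD of compounds lacking own fluorescence, cut at about 54% in these data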;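 also: plate controls were DMSO wells for no effect and 5 µM unlabelled arrestin peptide for full effect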
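Material – GST-tagged AP2 beta2-adaptin appendage (R879A) on 4 µm glutathione beads · Probe or stimulus – fluorescein-tagged arrestin peptide at 50 nM final · Timing – 12 min plus 1 h, RT · Detection – bead flow cytometry, FITC channel · Read-out basis – inhibition as reduced fluorescein signal on beads, percent · Medium – PBS plus Tween 20 (0.05%) and BSA (0.1%)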
OPRM1-OPRD1 inv: inverse agonist of human OPRM1-OPRD1 heterodimerization; AID 504357; inhibition, % at 9.3 µM; cell-based MOR-DOR heterodimer luminescence, inverse agonism; P35372+P41143; 340,000 compounds, 0.21% hits; in the data active = inhibition above about 22%, passing the limit was not always enough;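 also: 0% = cells with DMSO and 100% = wells without cells with DMSO; values of inactives mirror those of a sister screen read the other way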
Target sequence (P35372 whole entry, looked up): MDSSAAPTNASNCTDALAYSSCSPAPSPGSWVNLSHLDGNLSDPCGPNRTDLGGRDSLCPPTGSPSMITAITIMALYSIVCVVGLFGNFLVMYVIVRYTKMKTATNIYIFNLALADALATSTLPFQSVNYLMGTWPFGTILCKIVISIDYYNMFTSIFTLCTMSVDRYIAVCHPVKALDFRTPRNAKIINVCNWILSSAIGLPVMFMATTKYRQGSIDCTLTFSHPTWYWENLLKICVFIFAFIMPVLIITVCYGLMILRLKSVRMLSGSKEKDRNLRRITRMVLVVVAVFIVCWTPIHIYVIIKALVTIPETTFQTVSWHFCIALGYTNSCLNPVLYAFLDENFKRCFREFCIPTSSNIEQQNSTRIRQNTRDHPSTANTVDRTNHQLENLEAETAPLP
Target sequence (P41143 whole entry, looked up): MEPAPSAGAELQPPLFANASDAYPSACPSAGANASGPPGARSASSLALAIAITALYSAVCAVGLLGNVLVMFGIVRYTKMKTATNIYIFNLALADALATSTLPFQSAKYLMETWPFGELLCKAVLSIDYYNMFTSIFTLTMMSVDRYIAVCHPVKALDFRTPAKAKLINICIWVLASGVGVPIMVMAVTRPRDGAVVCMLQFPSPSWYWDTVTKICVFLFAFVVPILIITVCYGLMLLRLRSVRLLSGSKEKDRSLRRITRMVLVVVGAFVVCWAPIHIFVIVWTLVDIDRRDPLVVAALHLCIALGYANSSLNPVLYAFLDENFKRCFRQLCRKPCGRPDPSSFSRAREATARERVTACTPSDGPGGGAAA
OPRM1-OPRD1 ag: agonists of human mu-delta opioid receptor heterodimerization; P35372+P41143; cells, OPRM1-OPRD1 heterodimerization, luminescence; activation, % at 9.3 µM; 340,000 compounds, 0.3% hits; in the data active = activation above about 18%;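 also: 0% = vehicle-treated cells and 100% = reference agonist; values of inactives mirror those of a sister screen read the other way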
PKA-R1A activ: PKA-R1A complex activation | P00514+P68181 | PKA-R1A dissociation, Cy5-IP20 fluorescence polarization; scaled: DMSO 0%, 113 µM cGMP 100% | activation, % at 11.4 µM | 340,000 compounds, 0.083% hits | AID 504707;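 active = percent activation above the mean of all tested compounds plus 3 SD, cut at about 19% in these data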;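 also: higher means more PKAc released from R1A so a rise in polarization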
Pemphigus Ab inh: blocks pemphigus antibody binding to human desmoglein-3; P32926; AID 588358; 310,000 compounds, 0.48% hits; DSG3-coupled beads, scFv-anti-DSG3-GFP binding, flow cytometry; stronger effect = lower value; binding (percent of control), % at 10 µM;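 active = binding more than 3 SD below its plate's average and above zero; inconclusive = below that plate limit but binding exactly zero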; also: some compounds called inactive have numbers as strong as hits
An asterisk follows results filed as active; ? = inconclusive; nt = not tested or not shown. An excerpt. The share of hits here may be higher or lower than overall.

SMILES | phage Ecoli inh | E coli growth | AddAB inh | Tat export inh | PfHsp90 yeast 2 | SUMO Mot1 rescue | Arr AP2 block | OPRM1-OPRD1 inv | OPRM1-OPRD1 ag | PKA-R1A activ | Pemphigus Ab inh
Cn1c(O)c(/C=C2\C=Nc3ccc(Br)cc32)c(=O)n(C)c1=O | 1.2 | -2.8 | -1.3 | -2 | 3 | 6 | -5 | 1 | -0.2 | -8 | 125
CCOC(=O)C(O)(c1ccc(N=c2ccccn2C)cc1)C(F)(F)F (stereo unspecified) | 0.3 | 1.6 | -1.2 | -5 | 16 | 4 | -11 | -5 | 1.1 | -3 | nt
CN(C)c1ccc(C=C(C#N)C#N)cc1 | 3.5 | 2.5 | 0.3 | -1 | 2 | -5 | 8 | -5 | 0.9 | -14 | 104
Cc1nn(Cc2ccccc2)c(C)c1C=C1C(=O)NC(=S)NC1=O | 5.5 | -0.9 | 1.7 | 5 | 7 | -21 | 10 | 13 | -2.5 | 3 | 110
Cc1nn(Cc2ccccc2)c(C)c1C(=O)OCC(=O)NCc1ccco1 | 2.4 | -0.2 | -1.6 | 2 | 1 | nt | -1 | -2 | 0.3 | 3 | 100
C=CCn1c(O)c(C(C)=NC2CC2)c(=O)[nH]c1=O | 2.6 | 1.6 | 0.6 | 3 | 6 | nt | 1 | 9 | -1.8 | -7 | 102
Cc1cccc(-n2c(=S)[nH]c3ccccc3c2=O)n1 | 2.9 | -0.9 | 0.4 | -4 | 0 | 7 | 7 | 5 | -1.0 | 1 | 103
Cc1ccc(O)c(C)c1 | 1.5 | -0.5 | 0.3 | -1 | nt | 389* | 20 | 11 | -2.1 | -8 | 101
CN(C)C(=O)Oc1ccc2c(c1)O/C(=C\c1ccc(Cl)cc1)C2=O | 2.6 | 0.7 | 0.4 | -9 | -6 | 5 | -11 | 15 | -3.3 | -6 | 99
O=c1[nH]c(O)c(C=Nc2ccccc2Sc2ccccc2)c(=O)[nH]1 | 3.0 | 0.5 | 2.7 | -3 | 16 | 12 | 34 | -25 | 5.0 | -1 | 94
CC(=O)c1c(O)n(C)c(=S)n(-c2ccccc2)c1=O | 4.3 | -1.2 | 1.4 | -11 | -8 | 8 | 27 | 2 | -0.3 | -9 | 102
COC(=O)C1=C(c2ccc(Cl)c(C(F)(F)F)c2)C[C@@H]2CC[C@H]1N2C(=O)N1CCCC1 | 1.9 | -0.7 | -1.1 | 11 | -24 | 5 | -2 | 20 | -3.6 | -1 | 105
Cc1c(C(c2ccc(Cl)cc2Cl)c2c(O)c3ccccc3oc2=O)c(=O)n(-c2ccccc2)n1C (stereo unspecified) | 0.3 | 0.3 | 2.9 | -2 | -59 | nt | -14 | 5 | -0.9 | 0 | 95
Cc1ccc2c(c1)c(=O)c1c3n2CCN(CC#N)C3CC1 (stereo unspecified) | 2.3 | 3.2 | -1.4 | 4 | 3 | 228 | 10 | 4 | -0.7 | 8 | 100
CN1CCN(C(=O)O[C@H]2c3nccnc3C(=O)N2c2ccc(Cl)cn2)CC1 | 0.6 | -0.9 | 2.2 | -16 | -15 | -11 | 6 | -10 | 1.9 | -9 | 103
Cn1cccc1/C=C1\C(=O)NC(=O)N(Cc2ccccc2Cl)C1=O | 2.8 | nt | nt | -7 | 10 | nt | -7 | 8 | -1.1 | -3 | 89
COC(=O)C1=C(c2ccccc2)C[C@@H]2CC[C@H]1N2C(=O)NCCNC(C)=O | -1.4 | 0.5 | -0.2 | 3 | -5 | -5 | 2 | 2 | -0.4 | -15 | 104
O=C(Cn1ncc2c3ccccc3n(Cc3ccc(F)cc3)c2c1=O)N1CCC2(CC1)OCCO2 | nt | -1.6 | 1.3 | -2 | -24 | 3 | -8 | 1 | -0.1 | -5 | 102
OCC[n+]1c2ccccc2nc2ccc(N3CCOCC3)cc21 | -4.6 | -5.5 | -4.1 | nt | nt | -13 | -1 | nt | nt | nt | 101
Cc1nc2ccccc2c(=O)n1-c1ccncc1 | 3.7 | -0.3 | 1.6 | -3 | -12 | -13 | 35 | 10 | -1.8 | -1 | 102
Cc1ccc(C(=O)C2(C)N(O)C(C)C(c3cccs3)=[N+]2[O-])cc1 (stereo unspecified) | 0.7 | 2.4 | 2.3 | 14 | -7 | -3 | 16 | 1 | -0.2 | -11 | 98
CN(C)C(=O)On1c(-c2ccccc2)nc2ccc(Cl)cc21 | 3.0 | 0.4 | 0.6 | -4 | 0 | nt | 20 | 8 | -1.4 | -9 | 96
COC(=O)C1=C(c2ccc3ccccc3c2)C[C@@H]2CC[C@H]1N2C(=O)NC1CCCCC1 | nt | -0.5 | -0.9 | ? | -13 | 23 | -12 | 7 | -1.3 | -7 | 101
CCCCC12CNCC(C)(CNC1)C2=O | 0.1 | -0.3 | 1.3 | -4 | 4 | 0 | 5 | 9 | -1.6 | -18 | 105
COc1ccccc1CN1CCN(C(=O)Cc2ccccc2)CC1 | -0.6 | 1.2 | 3.8 | -3 | 7 | -3 | -3 | 7 | -1.8 | 1 | 116
N#CC1=C(N)Oc2c(c(=O)oc3ccccc23)C1c1ccccc1OC(=O)c1cccs1 (stereo unspecified) | 5.4 | 0.1 | 1.8 | 10 | 7 | -18 | -2 | 2 | -0.3 | 3 | 98
Cc1cc(C=O)c(C)n1C1CCCCC1 | 1.8 | -1.1 | 2.0 | 4 | 6 | 4 | 30 | -1 | 0.2 | -5 | 111
CCN(CC)C(=O)c1ccc(NC(=O)c2cccc(C(F)(F)F)c2)cc1 | -0.2 | -1.9 | -0.8 | -5 | -14 | -11 | -2 | 7 | -1.3 | -1 | 103
Fc1cccc(C2NCCc3[nH]cnc32)c1 (stereo unspecified) | 3.2 | 0.1 | 0.2 | 1 | 21 | -7 | -4 | 10 | -1.7 | -2 | 94
COc1ccc(CN2C(=O)NC(=O)/C(=C/c3ccoc3)C2=O)cc1 | 1.9 | 0.2 | 2.8 | -3 | 4 | -4 | 5 | 8 | -1.7 | -3 | 107
CCCCn1c(C)c(C(=O)O)c2cc(OC)ccc21 | -1.0 | -4.8 | 0.8 | 0 | -20 | 98 | 11 | 7 | -1.2 | -3 | 100
Cc1ccc(N2C(=O)NC(=O)/C(=C\c3cn(CC(=O)O)c4ccccc34)C2=O)cc1 | -1.2 | -0.9 | -0.9 | -3 | 26 | -13 | 4 | 11 | -2.2 | 5 | 120
CN(C)N=O | 0.6 | -0.9 | 2.5 | -5 | nt | 9 | 22 | 13 | -2.5 | -1 | 99
Cc1ccc(-n2cc(CNC(C)Cc3cnccn3)c(-c3cccc(C)c3)n2)cc1 (stereo unspecified) | 1.2 | -0.9 | -3.2 | 8 | 27 | -14 | 9 | -220 | 42* | -5 | 111
CC(C)C1(C)N=C(c2nc3ccccc3cc2C(=O)O)NC1=O (stereo unspecified) | 2.0 | 2.3 | 1.5 | -4 | 3 | -17 | 9 | 2 | -0.3 | 1 | nt
N#CCCn1cc(C(=O)Nc2ccccc2Br)c(-c2ccc3c(c2)OCCO3)n1 | 0.0 | 1.6 | 1.5 | -7 | 2 | -17 | -6 | 11 | -2.2 | -1 | nt
COc1ccc(C(C)=O)cc1CN1CC=C(c2ccccc2)CC1 | nt | -1.8 | 0.5 | -2 | 4 | -4 | -19 | 10 | -1.4 | 3 | nt
OC(c1cccc(Cl)c1)(c1cccc(Cl)c1)C1CN2CCC1CC2 (stereo unspecified) | 3.5 | 0.2 | 0.8 | -5 | -6 | -23 | 1 | -9 | 1.5 | 6 | 110
O=C1NC(=S)NC(=O)C1=Cc1ccc2c(c1)CCN2CCCCl | nt | 1.0 | 3.6 | nt | nt | -22 | 23 | nt | nt | nt | 58*
CCOP(=O)(C#CC(C)(C)C)C(C)(O)c1ccccc1 (stereo unspecified) | 3.8 | 0.8 | 1.9 | 0 | -11 | 3 | 3 | 14 | -3.3 | 5 | 102

Fetched by compound from the entries so far (5):
SMILES | phage Ecoli inh | E coli growth | AddAB inh | Tat export inh | PfHsp90 yeast 2 | SUMO Mot1 rescue | Arr AP2 block | OPRM1-OPRD1 inv | OPRM1-OPRD1 ag | PKA-R1A activ | Pemphigus Ab inh
COC(=O)C1=C(c2ccc(Cl)c(C(F)(F)F)c2)C[C@@H]2CC[C@H]1N2C(=O)N1CCCC1 | 1.9 | -0.7 | -1.1 | 11 | -24 | 5 | -2 | 20 | -3.6 | -1 | 105
CN(C)C(=O)On1c(-c2ccccc2)nc2ccc(Cl)cc21 | 3.0 | 0.4 | 0.6 | -4 | 0 | nt | 20 | 8 | -1.4 | -9 | 96
Cc1nn(Cc2ccccc2)c(C)c1C=C1C(=O)NC(=S)NC1=O | 5.5 | -0.9 | 1.7 | 5 | 7 | -21 | 10 | 13 | -2.5 | 3 | 110
Cc1cccc(-n2c(=S)[nH]c3ccccc3c2=O)n1 | 2.9 | -0.9 | 0.4 | -4 | 0 | 7 | 7 | 5 | -1.0 | 1 | 103
O=c1[nH]c(O)c(C=Nc2ccccc2Sc2ccccc2)c(=O)[nH]1 | 3.0 | 0.5 | 2.7 | -3 | 16 | 12 | 34 | -25 | 5.0 | -1 | 94

Further results follow.
SMILES | phage Ecoli inh | E coli growth | AddAB inh | Tat export inh | PfHsp90 yeast 2 | SUMO Mot1 rescue | Arr AP2 block | OPRM1-OPRD1 inv | OPRM1-OPRD1 ag | PKA-R1A activ | Pemphigus Ab inh
CN1CCN(c2ccc([N+](=O)[O-])c3cccnc23)CC1 | 5.9 | 4.7 | 2.0 | -3 | -1 | 17 | 2 | 7 | -1.2 | 3 | 105
OCc1cnc[nH]1 | 3.3 | -0.3 | -0.9 | 5 | -10 | -15 | 7 | 7 | -1.3 | -17 | nt
Cc1cc(N(CCCl)CCCl)ccc1C=NNC(=O)Cc1cc(=O)oc2cc(O)ccc12 | 1.8 | nt | nt | 4 | -10 | nt | 7 | -7 | 1.5 | -5 | 123
Cc1cccc(OC(=O)N2CCOCC2)c1 | 3.4 | 1.4 | 3.9 | 5 | 28 | -3 | -2 | 6 | -1.2 | -12 | 92
CC(N)Cc1c[nH]c2cc3c(cc12)OCCO3 (stereo unspecified) | 2.9 | -1.2 | 3.0 | 30 | -6 | -10 | -7 | 8 | -1.8 | -8 | 123
CC(C)Oc1ccc(C2C(C#N)=C(N)Oc3c2c(=O)oc2ccccc32)cc1 (stereo unspecified) | 3.0 | 0.7 | -1.1 | 5 | nt | 3 | 14 | -16 | 2.7 | 6 | 98
O=[N+]([O-])c1ccc(C2C3C(c4ccccc4)=NC4(CCCC4)N32)cc1 (stereo unspecified) | 2.8 | -1.5 | -2.4 | 15 | -30 | nt | -2 | -27 | 3.8 | -9 | 93

Compound activity as filed in PubChem.
